# Screening data from PubChem.
# mIAP block: blocks mouse intestinal alkaline phosphatase. purified mouse IAP, CDP-Star luminescence, 30 min. inhibition, % at 10 µM. 330,000 compounds, 0.2% hits. AID 2806;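 active = inhibition of at least 40% at 10 µM in the primary screen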;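 also: plate controls were DMSO with enzyme for no effect and no enzyme wells for full effect; values of inactives mirror those of a sister screen read the other way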
# MPTP inh: blocks calcium-induced mitochondrial swelling. isolated mouse mitochondria, Ca2+ swelling absorbance, 30 min. inhibition, % at 10 µM. 360,000 compounds, 1.4% hits. AID 602449;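 active = inhibition of 50% or more, scaled per plate between neutral and stimulator controls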;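 also: 0% = DMSO wells given calcium and 100% = 1 mM EGTA wells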
# APOBEC3A inh: inhibitors of human APOBEC3A DNA deaminase; P31941; inhibition, % at 20 µM; 330,000 compounds, 0.41% hits; recombinant A3A, FAM/TAMRA ssDNA deamination fluorescence;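 active = at least 40% inhibition at 20 µM here, with at most 30% in a related deaminase screen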;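 also: plate controls were A3A with DMSO for no effect and wells lacking A3A enzyme for full effect; some results filed as inactive read as strong as hits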
# APOBEC3G inh: inhibitors of human APOBEC3G DNA deaminase; Q9HC16; recombinant A3G, ssDNA deamination FAM/TAMRA fluorescence; inhibition, % at 20 µM; 330,000 compounds, 0.28% hits; AID 493012;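 active = inhibition of at least 40% at 20 µM, with no more than 30% in the related APOBEC3A deaminase screen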;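 also: plate controls were DMSO wells with A3G for no effect and wells lacking A3G enzyme for full effect; some compounds called inactive have numbers as strong as hits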
# Target sequence (Q9HC16 whole entry, looked up): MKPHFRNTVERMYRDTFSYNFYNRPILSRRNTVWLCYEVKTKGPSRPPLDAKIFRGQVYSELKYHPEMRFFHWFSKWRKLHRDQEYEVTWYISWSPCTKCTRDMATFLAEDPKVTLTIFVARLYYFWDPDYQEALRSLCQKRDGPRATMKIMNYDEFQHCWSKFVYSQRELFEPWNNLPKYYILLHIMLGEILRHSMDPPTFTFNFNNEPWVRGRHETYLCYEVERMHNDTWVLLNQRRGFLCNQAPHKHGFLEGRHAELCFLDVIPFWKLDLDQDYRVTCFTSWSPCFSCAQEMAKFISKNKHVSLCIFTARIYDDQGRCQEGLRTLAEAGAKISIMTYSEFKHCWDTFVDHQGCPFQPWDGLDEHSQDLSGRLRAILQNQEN
# beta cell repl: inducers of beta-cell replication in MIN6 cells. AID 2380. MIN6 cells proliferation, ATPlite luminescence, 48 h; cells starved in 0.2% serum; 100% = growth in 10% serum. proliferation, % at 10 µM. 330,000 compounds, 0.29% hits;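 active = compounds whose signal lies at least 3.5 SD above the mean of all wells on their plate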;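 also: 0% = DMSO-treated cells in low-serum medium and 100% = 10% serum control; some compounds called inactive have numbers as strong as hits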
# mIAP activ: increases mouse intestinal alkaline phosphatase activity. muIAP, CDP-Star luminescence, 30 min; stronger effect = higher value; 1 = vehicle-only enzyme signal, 0 = enzyme-free wells. activation factor at 10 µM. 330,000 compounds, 0.24% hits. AID 2805;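 active = activation factor of at least 2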; also: the source names both 10 and 20 µM as test concentration; values of inactives mirror those of a sister screen read the other way
#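 Assay system: mouse IAP enzyme; reagent: chemiluminescent substrate CDP-Star; dosing: test compounds delivered from DMSO solution; schedule: 30 min at room temperature; measured by: luminescence from enzymatic CDP-Star hydrolysis; controls: DMSO-only wells and no-enzyme negative control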
# ATG4B inhibitor: ATG4B (human) cysteine protease inhibition | Q9Y4P1 | ATG4B cleavage of LC3-PLA2, NBD-HPC fluorescence, 1 h | inhibition, % at 8.33 µM | 340,000 compounds, 0.51% hits | AID 504462; in the data active = inhibition above about 40%
# hIAP block: human IAP inhibition; P09923; purified IAP, CDP-Star luminescence, 30 min; inhibition, % at 10 µM; 330,000 compounds, 0.12% hits; AID 2544;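 active = inhibition reaching a set limit with compound at 10 µM in the primary screen, cut at about 35% in these data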;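 also: plate controls were DMSO wells with enzyme for no effect and no-enzyme buffer wells for full effect; values of inactives mirror those of a sister screen read the other way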
# Target sequence (P09923 whole entry, looked up): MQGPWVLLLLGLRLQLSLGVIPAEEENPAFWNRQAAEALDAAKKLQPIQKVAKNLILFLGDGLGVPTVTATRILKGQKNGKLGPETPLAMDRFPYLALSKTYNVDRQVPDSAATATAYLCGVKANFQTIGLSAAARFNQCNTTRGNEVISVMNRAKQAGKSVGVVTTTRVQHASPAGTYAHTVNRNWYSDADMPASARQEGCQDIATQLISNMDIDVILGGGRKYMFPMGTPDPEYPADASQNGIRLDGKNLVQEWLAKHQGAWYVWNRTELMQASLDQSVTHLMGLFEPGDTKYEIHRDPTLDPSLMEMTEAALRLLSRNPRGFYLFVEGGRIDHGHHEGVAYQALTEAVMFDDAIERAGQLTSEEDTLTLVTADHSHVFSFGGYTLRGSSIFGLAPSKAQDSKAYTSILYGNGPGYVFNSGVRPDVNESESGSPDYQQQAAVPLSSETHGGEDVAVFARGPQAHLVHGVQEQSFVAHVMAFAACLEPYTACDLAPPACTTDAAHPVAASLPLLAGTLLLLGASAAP
# hIAP activ: increases human intestinal alkaline phosphatase activity; P09923; purified human IAP, CDP-Star luminescence, 30 min; stronger effect = higher value; 1 = vehicle-only enzyme, 0 = enzyme-free background; activation factor at 10 µM; 330,000 compounds, 0.16% hits;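 active = activation factor of the enzyme at least 2-fold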; also: the source names both 10 and 20 µM as test concentration; values of inactives mirror those of a sister screen read the other way
# Active calls of the source: *; / = not tested or not shown.
SMILES,mIAP block,MPTP inh,APOBEC3A inh,APOBEC3G inh,beta cell repl,mIAP activ,ATG4B inhibitor,hIAP block,hIAP activ
CC(NC(=O)CCC(=O)NC(C)C1COc2ccccc2O1)C1COc2ccccc2O1 (configuration not stated),-16,-0.2,0,-5,-1,1.2,0,-20,1.2
CCCn1nc(C(=O)N2CCN(S(=O)(=O)c3ccc(C)c(C)c3)CC2)c2ccccc2c1=O,9,-0.8,17,-4,-2,0.91,2,18,0.81
COc1cc(NC(=O)c2cc3nc(C4CC4)cc(C(F)(F)F)n3n2)c(OC)cc1Cl,2,1.4,12,2,0,0.98,6,-4,1
Cc1onc(-c2ccccc2)c1C(=O)N/N=C/C=C/c1ccccc1,3,1.6,1,-2,0,0.97,-3,-2,1
COc1ccc(CCC(=O)NNC(=O)c2ccc(OC)cc2)cc1,3,0.8,-1,3,0,0.97,-9,-33,1.3
COc1ccc(-c2[nH]ncc2CN(C)CC2CCCCO2)cc1F (configuration not stated),-12,-0.2,-5,-16,-3,1.1,-2,-3,1
CCC(=O)Nc1ccc2c(c1)nc(CN1CCN(C(C)=O)CC1)n2C,13,-0.4,-3,4,-1,0.87,-7,-6,1.1
CC(C)N(CC(N)=O)c1ncnc2sc(-c3ccccc3)cc12,-2,0.6,-2,-7,-1,1,3,-22,1.2
CC1CCCN(S(=O)(=O)c2ccc(C(=O)Nc3nnc(-c4ccccc4Cl)o3)cc2)C1 (configuration not stated),12,-26,0,-2,-4,0.88,0,-12,1.1
O=C(NN1C(=O)C2C3C=CC(C4CC34)C2C1=O)c1ccc(Cl)c(Cl)c1 (configuration not stated),-5,0.8,-1,-3,0,1.1,7,-16,1.2
COc1ccc(NC(=O)C(C)N2c3cccc4cccc(c34)S2(=O)=O)cc1OC (configuration not stated),2,3.3,-1,0,-4,0.98,-11,3,0.97
CC1=C(C#N)C(c2ccc(O)cc2)C2=C(CCCC2=O)N1 (configuration not stated),15,-1.3,-2,-5,-2,0.85,-6,2,0.98
O=C(COc1ccc2ccc(=O)oc2c1)NC1CCCC1,-3,0.0,1,2,-4,1,0,15,0.85
Cc1cc(NC(=O)CCC(=O)N(c2ccc(F)cc2)C2(C(=O)NC3CCCCC3)CCCC2)no1,22,-2.1,0,-1,-1,0.78,-7,5,0.95
C/C(=N/N=C1/NC(=O)CC(C(=O)O)S1)c1ccccc1 (configuration not stated),8,36,-3,-6,-3,0.93,6,-4,1
CC(C)OC(=O)c1c2nc3ccccc3nc2n2c1[nH]c(=O)c1ccccc12,-7,/,-14,-25,-4,1.1,/,-69,1.7
O=C(C1=C[C@H](C2CCCCC2)C[C@H](OCc2ccc(CO)cc2)O1)N1CCN(Cc2ccc3c(c2)OCO3)CC1,-1,0.2,1,0,-9,1,-9,12,0.89
COc1ccccc1NC(=O)c1cnc(Nc2ccccc2OC)c2ccccc12,-1,1.7,3,-1,-2,1,15,8,0.93
O=C(O)CCC(=O)NNC(=O)CCC1CCCCC1,-4,-0.6,1,-5,-1,1,0,-17,1.2
CC(=O)c1ccc(N=C2SCCCN2C(=O)C2CCCC2)cc1,-1,-2.0,2,10,-4,1,-1,0,1
NC(=O)COc1c(-c2ccccc2)oc2ccccc2c1=O,3,0.8,2,6,0,0.97,-7,7,0.93
CC1(C)CC(=O)C(C2=NC(C)(C)Cc3ccccc32)=C(O)C1,3,-0.1,7,-8,3,0.97,1,11,0.89
COc1cc2nc(COc3ccc(C#N)cc3)n(CC#N)c(=O)c2cc1OC,-1,-0.1,-17,-3,-3,1,-16,0,1
CN(C)c1cccc(C(=O)NC2CCCCCC2)c1,12,3.7,-4,-3,0,0.88,-2,11,0.89
CC1CCCN(C(=O)C2CCN(Cc3ccc4c(c3)OCO4)CC2)C1 (configuration not stated),-1,-0.7,3,3,-1,1,12,-14,1.1

# Compounds above with a COOH group, in the order listed:
SMILES,mIAP block,MPTP inh,APOBEC3A inh,APOBEC3G inh,beta cell repl,mIAP activ,ATG4B inhibitor,hIAP block,hIAP activ
C/C(=N/N=C1/NC(=O)CC(C(=O)O)S1)c1ccccc1 (configuration not stated),8,36,-3,-6,-3,0.93,6,-4,1
O=C(O)CCC(=O)NNC(=O)CCC1CCCCC1,-4,-0.6,1,-5,-1,1,0,-17,1.2

# (cont.)
SMILES,mIAP block,MPTP inh,APOBEC3A inh,APOBEC3G inh,beta cell repl,mIAP activ,ATG4B inhibitor,hIAP block,hIAP activ
CC1(C)CC(NCc2ccc3c(c2)OCO3)CCO1 (configuration not stated),4,-0.5,0,-4,-1,0.96,-12,-6,1.1
C=CCn1c(C)c(C(C)=O)c(SC)nc1=S,-4,0.8,-6,-8,-2,1,-10,-22,1.2
COc1ccc(OCC(=O)O/N=C(\N)c2ccc(OC)c(OC)c2)cc1,1,1.3,0,-5,-1,0.99,-8,8,0.92
CN(C)C(CNC(=O)c1ccc(S(=O)(=O)Nc2ccccc2F)cc1)c1ccccc1 (configuration not stated),3,0.1,-2,-5,-3,0.97,6,-18,1.2
COC(=O)c1cccc(-c2ccc(/C=N/N3C(=O)C4C5C=CC(C6CC56)C4C3=O)o2)c1 (configuration not stated),2,-1.1,-1,-5,0,0.98,4,0,1
C[C@H](CO)N1C[C@H](C)[C@@H](CN(C)Cc2ccc(Cl)c(Cl)c2)Oc2c(NS(=O)(=O)c3cccs3)cccc2C1=O,1,-0.2,0,-2,-3,0.99,-16,6,0.94
O=C(NCc1ccccc1)c1cc(=O)c2ccccc2o1,4,0.8,-4,-4,-3,0.96,0,8,0.92
COc1ccc(-n2c(CNC(=O)COc3ccc(Cl)cc3Cl)n[nH]c2=S)cc1,-21,0.7,-6,8,-2,1.2,0,-32,1.3
CCCCC(=O)NC(c1cccs1)c1cc(Cl)c2cccnc2c1O (configuration not stated),-6,7.7,-3,-10,-6,1.1,2,2,0.98
Cc1cccc(NC(=O)CCSc2nncn2C)c1,-9,-1.1,2,8,-1,1.1,6,-14,1.1
C#CCOCCOCCOCCNc1nc(N2CCN(C(=O)[C@H](CCC(=O)O)n3cc(CN)nn3)CC2)nc(N2CCN(C(=O)[C@H](CCC(=O)O)n3cc([C@@H](N)[C@H](C)CC)nn3)CC2)n1,-4,0.0,-3,-8,5,1,-7,7,0.93
COC(=O)C1=C(N)Oc2cc(C)n(CCN3CCOCC3)c(=O)c2C1c1cccnc1 (configuration not stated),4,-0.9,0,-2,-1,0.96,5,-62,1.6
COc1cccc(C(O)C2OC(=O)c3ccccc32)c1OC (configuration not stated),-6,2.1,-3,-8,-1,1.1,-3,2,0.98
COc1ccccc1N1CCN(Cc2cn[nH]c2-c2ccc(F)cc2)CC1,0,1.3,-5,-8,2,1,-8,-69,1.7
CC(=O)C(C)Oc1ccc2c3c(c(=O)oc2c1)CCCCC3 (configuration not stated),6,4.8,-4,-7,-1,0.94,-9,8,0.92
COCCCN(CC(=O)O)S(=O)(=O)c1ccccc1,-11,-2.0,-4,-6,-1,1.1,0,-25,1.2
CC1Oc2ccccc2N(CC(=O)NC2CCCC2)C1=O (configuration not stated),-8,-0.4,0,-4,-2,1.1,-7,7,0.93
C=CCOc1ccc(C=Nc2ccc(C)c(Cl)c2)c(O)c1,-1,0.1,0,-2,0,1,9,-18,1.2
CN1CCN(c2ccc(Cl)cc2NC(=O)/C=C/c2cccc(F)c2)CC1,5,74*,-7,1,-6,0.95,2,-13,1.1
COC(=O)c1cc(/C=C/c2ccccc2)on1,-8,-1.7,-2,-5,0,1.1,-6,13,0.87
O=C(NCC(c1cccnc1)N1CCN(c2ccccc2)CC1)C1CCCCC1 (configuration not stated),-1,-0.1,0,1,0,1,6,-7,1.1
O=C(N/N=C/c1c[nH]c2ccccc12)c1ccc([N+](=O)[O-])cc1Cl,4,2.3,2,-7,-6,0.96,-4,8,0.92
N=c1n(CCO)c2ccccc2n1CCOc1ccc(Cl)cc1Cl,-1,87*,7,2,-6,1,-7,10,0.9
COC(=O)[C@@H]1C[C@@H]2CC[C@@H](O)C[C@@H]2N1Cc1ccc(C(F)(F)F)cc1,3,-0.3,-2,-5,-3,0.97,-10,-9,1.1
CN(c1ccccc1C(=O)Nc1ccc(S(=O)(=O)N2CCCCC2)cc1)S(C)(=O)=O,16,3.9,26,3,2,0.84,-6,10,0.9
# (cont.)
SMILES,mIAP block,MPTP inh,APOBEC3A inh,APOBEC3G inh,beta cell repl,mIAP activ,ATG4B inhibitor,hIAP block,hIAP activ
CCc1cccc(C)c1N=Cc1c(O)c2ccccc2oc1=O,-2,0.7,-8,-8,1,1,-3,-2,1
COC(=O)C(CC(C(=O)OC)C(=O)OC)C(=O)OC,-2,-2.6,-1,-3,-1,1,-4,5,0.95
Cc1c(CCC(=O)N[C@@H](C)C(=O)O)c(=O)oc2c(C)c3oc4c(c3cc12)CCCC4,4,1.4,1,-3,-1,0.96,13,-12,1.1
CCOc1cc(N2CCOCC2)c(OCC)cc1NC(=O)c1ccc(S(=O)(=O)N(C)C)cc1,2,2.8,-10,-10,-2,0.97,-11,-4,1
CC1(NC(=O)Cc2ccc(Cl)c(Cl)c2)CCS(=O)(=O)C1 (configuration not stated),-5,0.6,-1,-9,1,1.1,-5,4,0.96
Cc1ccccc1OCCCC(=O)Nc1ccc(Br)cc1,-1,5.0,3,0,-1,1,15,11,0.89
O=C(Nc1ccccn1)c1cccc(S(=O)(=O)N2CCCc3ccccc32)c1,5,0.4,-5,-9,3,0.95,2,10,0.9
O=c1c2ccccc2[nH]c2ccc(O)cc12,3,-0.9,21,20,1,0.97,-1,8,0.93
O=C(CCN1C(=O)c2ccccc2S1(=O)=O)Nc1ccc(C(=O)O)cc1,0,-1.5,-7,-7,-3,1,-2,-3,1
CC1CC(C)CN(C(=O)C2CCN(S(=O)(=O)c3c(Cl)cccc3Cl)CC2)C1 (configuration not stated),6,0.5,1,-4,-2,0.94,29,-7,1.1
COc1ccc(N2C(=O)S[C@@H]3CS(=O)(=O)C[C@@H]32)cc1,-1,-1.8,7,2,0,1,-3,1,0.99
Cc1sc2ncnc(N3CCC(C(=O)NNC(=O)c4ccc(F)cc4)CC3)c2c1C,3,0.7,4,-2,-4,0.97,-6,-4,1
COc1ccc(NC(=O)Cn2nnc(C(=O)NCc3cccs3)c2N)cc1Cl,-1,0.0,0,3,2,1,18,3,0.97
O=C(CCN1C(=O)COc2ccccc21)NCCCN1CCN(c2ccc(F)cc2)CC1,-8,-0.5,4,0,-3,1.1,-12,-7,1.1
COc1ccc(C(=O)Nc2ccc(OCc3ccccc3)cc2)cc1[N+](=O)[O-],7,15,-2,-4,-4,0.93,-12,-57,1.6
CN(CC(=O)Nc1ccccc1C(F)(F)F)C(=O)CC1OC(=O)c2ccccc21 (configuration not stated),8,0.0,-1,-6,-2,0.93,6,-12,1.1
CC(=O)Oc1ccc(-c2nc3ccccc3c(=O)o2)cc1,6,-0.5,2,-9,2,0.94,-7,11,0.89
CC1SCC(=O)N(CC(=O)NC2CCCCC2)C1=O (configuration not stated),-11,-0.6,-8,-8,0,1.1,2,-14,1.1
O=C(CCN1C(=O)c2ccccc2C1=O)N(CCO)Cc1ccccc1,2,-6.6,2,0,2,0.98,-2,5,0.95
CC(/C=C/c1cccc([N+](=O)[O-])c1)=N\NC(=O)c1ccncc1,15,0.1,7,0,-1,0.85,-12,-11,1.1
